Source: PubChem (several laboratories)
p-CIP stab down = p/CIP-EGFP fusion destabilizers, primary screen, fluorescence, F442A cells. 16 h. hit rate 0.01% among 290,000. decrease of EGFP signal, % at 10 µM;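 active = EGFP signal decrease of at least 30% at 10 µM or well 3 SD below plate mean, unless failing retest; inactive = the rest, including hits failing retest or dose response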; also: some compounds called inactive have numbers as strong as hits; many of its hits are not listed in these tables
IDE cell activ = human IDE activators in live cells, primary screen, fluorescence polarization, HEK cells, FAbeta-B substrate; Insulin-degrading enzyme (Homo sapiens), P14735; FAbeta-B cleavage; 0% vehicle, 100% cell-free pure enzyme wells; activation, % at 5.96 µM; hit rate 0.073% among 340,000;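 active = activation above the mean of all tested compounds plus 3 SD, set per screening campaign, cut at about 17% in these data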
FID counter = compounds displacing fluorescent DNA intercalator, primary screen, artefact control for HCV NS3 helicase inhibitor project, biochemical, FID fluorescence. hit rate 0.17% among 290,000. AID 1845, 2009. DNA fluorescent intercalator displacement. inhibition, % at 7.9 µM; in the data active = inhibition above about 37%;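 also: 0% = vehicle and 100% = reference compound; higher means more ethidium bromide displaced from hairpin DNA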
VIM-2 inhibitor = VIM-2 metallo-beta-lactamase inhibitors, primary screen, biochemical, epi-absorbance readout, Pseudomonas aeruginosa enzyme; purified VIM-2, nitrocefin hydrolysis, epi-absorbance fluorescence; inhibition, % at 5.6 µM; hit rate 0.89% among 290,000;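 active = inhibition above the mean of all tested compounds plus 3 SD, cutoff set per screening run, cut at about 7.5% in these data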;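 also: red hydrolysis product quenches plate fluorescence so inhibitors raise well fluorescence; 0% = enzyme with DMSO and 100% = DMSO without enzyme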
SUMO HTRF inh = inhibitors of in vitro SUMOylation cascade, primary screen, biochemical, HTRF, uHTS; SUMO-conjugating enzyme UBC9 (Homo sapiens), P63279; HTRF SUMOylation assay, SAE1/SAE2 + UBC9; inhibition, % at 35 µM; hit rate 0.36% among 290,000; in the data active = inhibition above about 50%, passing the limit was not always enough; also: strong numbers were not always called active
IMP-1 inhibitor = IMP-1 metallo-beta-lactamase inhibitors, primary screen, biochemical, epi-absorbance readout, Pseudomonas aeruginosa enzyme; purified IMP-1, nitrocefin hydrolysis, epi-absorbance fluorescence; inhibition, % at 5.6 µM; hit rate 0.45% among 290,000;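 active = inhibition above the mean plus 3 SD of all compounds in the same screening run, cut at about 4.5% in these data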;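 also: 0% = IMP-1 with DMSO and 100% = DMSO wells lacking enzyme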
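System: purified IMP-1; amount: IMP-1 0.2 nM before substrate addition; compound: single dose, 5.6 µM; times: 25 °C, 15 min preincubation, 25 min reaction; signal: Epi-absorbance via hydrolysed-nitrocefin quenching of white-plate fluorescence, 480/530 nm, EDTA stop; benchmarks: DMSO with and without IMP-1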
HCV NS3 hel inh = inhibitors of HCV NS3 helicase, primary screen, biochemical, Cy5 molecular beacon fluorescence; Hepatitis C virus NS3 helicase; hit rate 0.56% among 290,000; AID 1800, 2009; inhibition, % at 10.9 µM; NS3 helicase DNA unwinding;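 active = inhibition above the mean of all tested compounds plus 3 SD, set per campaign, cut at about 35% in these data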;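 also: 0% = DMSO wells and 100% = thioflavine S control wells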
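Assay system – hepatitis C virus NS3 helicase domain fragment enzyme · Buffer or medium – MOPS pH 6.5, MgCl2, DTT, Tween20, BSA · Reagent – Cy5/quencher beacon DNA duplex and ATP to start · Compound – single 10.9 µM dose · Timing – 1 h at 25 °C · Technique – Cy5 beacon fluorescence read at start and 1 h · Measure – % inhibition of unwinding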
M18AAP inhibitor = PfM18AAP inhibitors, malaria aminopeptidase, primary screen, biochemical, QFRET, recombinant enzyme | hit rate 1.2% among 290,000 | M18 aspartyl aminopeptidase (Plasmodium falciparum 3D7) | inhibition, % at 7.35 µM | H-Glu-NHMec fluorogenic cleavage;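 active = inhibition above the campaign mean inhibition over all tested compounds plus 3 SD, cut at about 28% in these data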;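 also: 0% = plate median of test compound wells and 100% = 2 mM ZnCl2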
IDE inh = human IDE inhibitors in live cells, primary screen, fluorescence polarization, HEK cells, FAbetaB substrate. Insulin-degrading enzyme (Homo sapiens), P14735. FAbetaB cleavage. inhibition, % at 5.59 µM. hit rate 0.41% among 320,000. AID 434962, 2010;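 active = percent inhibition above the average of all tested compounds plus 3 SD, set per screening campaign, cut at about 16% in these data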;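 also: IDE supplied by intact live HEK cells; FP after avidin binding of uncleaved biotin substrate so inhibition keeps polarization high; 0% = DMSO wells and 100% = 60 µM reference IDE inhibitor Ii1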
* marks the source's active call; other numbers are inactive results; · = no result given. Rows are unselected; about 3.6% have a hit in one of these screens.

compound,M18AAP inhibitor,IDE inh,p-CIP stab down,IMP-1 inhibitor,FID counter,VIM-2 inhibitor,HCV NS3 hel inh,SUMO HTRF inh,IDE cell activ
COC(=O)C1(C(=O)OC)NOC2C(=O)N(N(C)c3ncc(C(F)(F)F)cc3Cl)C(=O)C21 (stereo not given),4,1,-3,-5.9,-19,-6.6,24,2,4
COC(CC(=O)NNC(=S)Nc1ccc(Cl)cc1)OC,11,2,-2,-4.0,8,-0.8,2,13,0
O=C(N/N=C1\CCCc2ccccc21)c1ccc([N+](=O)[O-])cc1Cl,9,-1,-6,-1.2,8,0.2,-1,-12,6
S=c1[nH]nc(-c2ccncc2)n1/N=C/C=C/c1ccccc1,27,-3,-19,0.9,-21,2.5,6,-1,0
Cc1ccc(C2(c3ccc(C)cc3)CC2C(=O)NCc2cccnc2)cc1 (stereo not given),-1,-2,-5,4.0,-28,-0.7,-3,0,0
CS(=O)(=O)N(CC(=O)NCc1ccc2c(c1)OCO2)c1ccccc1,1,3,-4,-2.8,-6,-1.1,-23,-3,0
Cc1cc(C(=O)CN2C(=O)C(=O)N(C3CCCC3)C2=O)c(C)n1-c1ccc(F)cc1,-4,2,2,-1.8,-16,-0.3,1,-9,2
Cc1nn(CC(=O)N2CCCC2)c(=O)c2cc3cc(F)ccc3n12,-2,-2,3,-4.7,-10,-0.9,7,·,4
CCN(CC(=O)Nc1ccc(NC(C)=O)cc1)C(=O)/C=C/c1cn(-c2ccccc2)nc1-c1ccc(C)cc1,0,3,15,-1.6,-22,-0.8,-45,-13,4
CCC(C(=O)OCCN(CC)CC)c1ccccc1 (stereo not given),2,-3,3,-4.0,-2,-3.3,0,-13,3
Cc1onc(-c2c(Cl)cccc2Cl)c1C(=O)NC(=S)N1CCOCC1,-3,-6,-4,-1.6,-7,-0.3,-5,23,3
O=C(N/N=C/c1ccco1)c1cccc(NC(=O)c2cccc(Cl)c2)c1,7,7,4,-5.3,-25,-7.7,0,-3,0
OC(COCC1COc2ccccc2O1)CN1CCCCC1 (stereo not given),-2,0,6,-4.2,16,-2.7,8,-13,1
C=CCNC(=O)C1CCN(S(=O)(=O)c2cccs2)CC1,-2,4,7,-1.2,-3,1.8,6,4,-1
Cc1cccc(CN2CCN(CC(=O)O)C2=O)c1,-5,·,7,-1.3,0,-2.3,-7,8,3
Cc1ccc2c(CN(C)Cc3ccc(OC(F)F)cc3)cc(=O)oc2c1C,7,4,2,-3.0,-26,-4.4,-3,-13,2
O=[N+]([O-])c1cccc(CN2C[C@@]34C=C[C@@H](C[C@@H]3S2(=O)=O)O4)c1,-6,-5,-15,-1.2,-5,0.8,10,8,7
O=C(c1cc(-c2cccc(Cl)c2)nc2ccccc12)N1CCN(c2ccccn2)CC1,-2,6,8,-1.8,-41,-1.3,-12,-21,6
Cc1nc2ccc(S(=O)(=O)NCC(=O)N3CCC(C)CC3)cc2s1,9,0,2,-3.9,-10,-4.0,3,7,4
O=C(Nc1nc2c(s1)CCc1ccccc1-2)c1ccco1,-2,6,-11,-2.4,-11,1.2,-7,2,-1
C/C(CC(=O)Nc1ccccc1Br)=N\NC(=O)C(=O)N1CCCC1,-1,1,-7,-3.6,-14,-1.0,6,7,4
COC(=O)C1=C(C)N(Cc2ccccc2)C(=O)/C1=C\c1ccco1,-1,-1,-8,-3.4,-20,-4.0,20,6,2
Cc1cc(SCC(=O)N(C)C2CCS(=O)(=O)C2)nc2c(C)cccc12 (stereo not given),1,8,-11,-3.6,-9,0.2,-1,12,-3
O=C(Nc1ccc(Oc2cccc(C(F)(F)F)c2)nc1)c1ccccc1,-5,-4,-7,-1.0,-13,0.8,-15,26,4

3 of the compounds above, with values under each structure:
Each structure is followed by: M18AAP inhibitor	IDE inh	p-CIP stab down	IMP-1 inhibitor	FID counter	VIM-2 inhibitor	HCV NS3 hel inh	SUMO HTRF inh	IDE cell activ
- C/C(CC(=O)Nc1ccccc1Br)=N\NC(=O)C(=O)N1CCCC1
    -1	1	-7	-3.6	-14	-1.0	6	7	4
- COC(=O)C1=C(C)N(Cc2ccccc2)C(=O)/C1=C\c1ccco1
    -1	-1	-8	-3.4	-20	-4.0	20	6	2
- Cc1cc(SCC(=O)N(C)C2CCS(=O)(=O)C2)nc2c(C)cccc12 (stereo not given)
    1	8	-11	-3.6	-9	0.2	-1	12	-3

Other compounds:
compound,M18AAP inhibitor,IDE inh,p-CIP stab down,IMP-1 inhibitor,FID counter,VIM-2 inhibitor,HCV NS3 hel inh,SUMO HTRF inh,IDE cell activ
CC(=O)Nc1ccc(NC(=S)NC(=O)c2cc3ccccc3o2)cc1,-1,0,-4,-0.3,-2,-0.6,8,4,1
CCOc1ccc(N(C)S(=O)(=O)c2cc(-c3cc(C)no3)ccc2OC)cc1,-4,-2,-1,-2.8,-29,-2.8,-26,-2,4
CCN(CCn1cccn1)Cc1ccccc1OCC(O)CN1CCc2ccccc2C1 (stereo not given),-11,3,0,-2.6,11,-0.5,0,1,2
O=C(NCCCN1CCOCC1)NC12CC3CC(CC(C3)C1)C2,-1,2,0,-2.5,-1,-3.6,10,21,4
Cc1ccc(-c2nc(CS(=O)CC(=O)N3CCN(c4ccccc4)CC3)c(C)o2)cc1 (stereo not given),0,-3,-11,-0.3,-57,-2.7,-6,·,-2
Cc1nnc(SCC(=O)Nc2ncc3c(n2)CC(C)(C)CC3=O)s1,21,3,1,-2.5,-15,-1.0,8,20,-3
Cn1cccc1C(=O)OCC(=O)Nc1ccc2c(c1)CCC2,-4,7,-11,-1.1,-9,-1.4,-9,2,1
Cc1cc(=O)oc2ccc(OCC(=O)O)cc12,-1,5,4,-2.7,-1,-3.2,-8,18,-1

A different layout for part of the listing above.
Screens in order – M18AAP inhibitor, IDE inh, p-CIP stab down, IMP-1 inhibitor, FID counter, VIM-2 inhibitor, HCV NS3 hel inh, SUMO HTRF inh, IDE cell activ
> CC(=O)Nc1ccc(NC(=S)NC(=O)c2cc3ccccc3o2)cc1
    -1, 0, -4, -0.3, -2, -0.6, 8, 4, 1
> CCOc1ccc(N(C)S(=O)(=O)c2cc(-c3cc(C)no3)ccc2OC)cc1
    -4, -2, -1, -2.8, -29, -2.8, -26, -2, 4
> CCN(CCn1cccn1)Cc1ccccc1OCC(O)CN1CCc2ccccc2C1 (stereo not given)
    -11, 3, 0, -2.6, 11, -0.5, 0, 1, 2
> O=C(NCCCN1CCOCC1)NC12CC3CC(CC(C3)C1)C2
    -1, 2, 0, -2.5, -1, -3.6, 10, 21, 4

Following part:
compound,M18AAP inhibitor,IDE inh,p-CIP stab down,IMP-1 inhibitor,FID counter,VIM-2 inhibitor,HCV NS3 hel inh,SUMO HTRF inh,IDE cell activ
COc1cc(C2C(C(C)=O)=C(O)C(=O)N2Cc2ccccc2)ccc1O (stereo not given),14,·,5,-3.7,-7,-1.7,10,-2,-4
COc1ccc(C(=O)O/N=C(\C)c2ccccc2)cc1,-5,-2,2,-2.3,-11,2.2,-2,13,2
N#C/C=C1\n2c(nc3ccccc32)OC12CCCCC2,-5,6,-21,-3.8,-10,0.2,-7,11,-11
Cc1[nH][nH]c(=O)c1C(c1ccc(Cl)cc1)c1c(C)[nH][nH]c1=O,17,0,-5,-4.2,-6,-2.1,-1,-1,0
CC1(C)Cc2nc3nc(SCC(=O)NCCc4ccccc4)n(-c4ccccc4)c(=O)c3cc2CO1,-2,-2,1,-1.8,-32,0.8,-1,-16,9
O=C(N/N=C/c1ccccc1Br)C1CC1,1,7,2,-3.2,0,-2.3,-1,6,1
Cc1ccccc1OCC(=O)Nc1ccc(N2CCN(C)CC2)c(Cl)c1,8,4,-1,-3.6,21,0.4,-37,3,5
O=S(=O)(NCC1CCCO1)c1ccc(S(=O)(=O)N(Cc2ccc(F)cc2)Cc2ccco2)cc1 (stereo not given),-3,0,-11,-2.2,-4,-2.5,-4,12,2
COc1ccc(N2CCN(/C(=N\S(=O)(=O)c3ccccc3)Nc3nc(C)cc(C)n3)CC2)cc1,7,1,-1,-4.7,-40,-5.0,10,13,2
COCCNC(=O)c1n[nH]c2ccccc12,-1,0,-10,-2.0,6,-0.1,7,7,9
COc1ccc(-c2cc(C(=O)NC3CCCC3)no2)cc1,-2,-5,-16,-2.0,-10,-1.4,13,15,6
O=C(CN1CCN(Cc2ccccc2)CC1)Nc1cccc(Br)c1,-1,1,-5,0.3,3,-1.3,-15,8,0
O=S(=O)(c1ccccc1)c1ccc(NCc2ccco2)cc1,-7,7,7,0.0,-2,1.5,3,0,-1
Cc1nn(Cc2ccc(F)cc2)c2sc(C(=O)Nc3ccc(N4CCOCC4)cc3N3CCOCC3)cc12,4,1,-6,-1.7,-3,-4.7,7,-16,4
O=C1C2C3C=CC(C3)C2C(=O)N1CC1CCCO1 (stereo not given),0,0,3,-3.4,-1,-2.9,-1,5,-5
CCN1C(=O)C(CC(=O)Nc2ccc(OC)cc2)N(Cc2cccnc2)C1=S (stereo not given),-10,4,-14,-1.0,-9,0.0,-1,28,1
Cc1cccc(N2C(=NC(=O)c3ccccc3)SC3CS(=O)(=O)CC32)c1 (stereo not given),-11,5,-13,-2.8,-33,-2.0,-3,4,0
O=[N+]([O-])c1cc(-c2nc3nc4ccccc4nc3n2CCc2ccccc2)cc([N+](=O)[O-])c1,-16,3,-21,-0.8,-4,0.0,-1,15,8
COc1cccc2cc(C(=O)N3CCN(C/C=C/c4ccccc4)CC3)c(=O)oc12,-5,-4,5,-1.8,-16,0.8,4,9,6
CCCC1=NN2C(=N)/C(=C\c3cc(C)n(Cc4ccccc4)c3C)C(=O)N=C2S1,3,0,-7,-3.1,-15,-4.1,1,34,-5
c1ccc(CCc2ccncc2)cc1,-3,6,6,-2.6,-5,-0.8,12,-10,7
CCCS(=O)(=O)N1CCc2ccc(NC(=O)c3ccccc3Cl)cc2C1,-7,-1,-8,-2.3,-15,-1.1,-12,14,2
CCC(=O)N1CCc2cc(S(=O)(=O)CCC(=O)NCc3cccs3)ccc21,-2,0,-9,-1.2,-11,-0.7,-5,4,-3
O=[N+]([O-])c1ccc(COc2cccnc2)cc1,1,-5,2,-2.1,2,-1.2,0,5,-1
